Bioassay records: PubChem BioAssay, several laboratories
SRC2 inh: inhibits human steroid receptor coactivator 2; AID 651957; hit rate 0.17% among 370,000; HEK293 GAL4-SRC2 luciferase reporter, luminescence; Q15596; inhibition, % at 9 µM;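 active means inhibition above the mean inhibition of all tested compounds plus 3 SD, set per campaign, cut at about 52% in these data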;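 further: 0% = DMSO treated cells and 100% = cells given Gossypol at 36 µM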
NCOA1 inh: inhibitors of human steroid receptor coactivator 1 (SRC1) | Q15788 | HEK293 GAL4-SRC1 luciferase reporter, luminescence | inhibition, % at 3.6 µM | hit rate 0.12% among 360,000 | AID 588354;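 active means inhibition above the campaign mean plus 3 SD, with each screening campaign given its own cutoff, cut at about 60% in these data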;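 further: 0% = DMSO treated cells and 100% = gossypol at 36 µM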
LRH-1 inv ag: inverse agonists of human LRH-1 (NR5A2); O00482; HEK293T StAR-luciferase reporter, LRH-1 transfected, 24 h; inhibition, % at 3.6 µM; hit rate 0.13% among 360,000;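 active means inhibition above the mean inhibition of all tested compounds plus 3 SD, cut at about 73% in these data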;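 further: 0% = DMSO wells and 100% = reporter-only cells lacking LRH-1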
TWEAK Fn14 block: inhibitors of TWEAK-Fn14 interaction signaling. TWEAK-stimulated Fn14 reporter cells, luciferase luminescence, 8 h. inhibition, % at 10 µM. hit rate 2% among 360,000; in the data active means inhibition above about 50%
TRAIL sens C8: caspase-8 TRAIL sensitization | NB7+C8 cells + TRAIL, ATPlite viability luminescence | inhibition (viability loss, TRAIL sensitization), % at 10 µM | hit rate 1% among 360,000 | AID 624354;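 active means compounds causing at least 50% loss of cell viability in the single-dose screen, relative to plate controls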
TLR9-MyD88 inh: TLR9-MyD88 interaction inhibition; hit rate 0.21% among 340,000; Q9NR96+Q99836; AID 504734; inhibition, % at 4.98 µM; CHO BLA complementation TLR9-MyD88, CCF4 FRET ratio;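 active means inhibition above the mean over all tested compounds plus 3 SD, cut at about 21% in these data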;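 further: 0% = DMSO only wells and 100% = clavulanate BLA inhibitor control wells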
EBV LMP1 NFkB: Epstein-Barr LMP1 NF-kappaB reporter inhibition | LMP1-induced NF-kappaB luciferase reporter cells, luminescence | inhibition, % at 12.5 µM | hit rate 0.69% among 350,000 | AID 504558; in the data active means inhibition above about 41%; inconclusive means no clear call, values can overlap the other calls;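 further: 0% = neutral control wells and 100% = reference inhibitor control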
TROY signal inh: inhibitors of TROY-dependent NF-kB signaling; hit rate 0.98% among 360,000; AID 1347056; Q293 LMP1-TROYcd NF-kB luciferase reporter, 4 h; inhibition, % at 10 µM;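 active means compounds whose plate-normalised and pattern-corrected inhibition of the luciferase reporter signal at the single screening dose is 50% or more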
NOD2 RIPK2 PPI: NOD2-RIPK2 protein interaction inhibition. CHO BLA complementation NOD2-RIPK2, CCF4 ratio. O43353. inhibition, % at 4.98 µM. hit rate 0.38% among 360,000; in the data active means inhibition above about 21%;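 further: 0% = vehicle only and 100% = reference blocker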
COUP-TFII inh: inhibitors of human COUP-TFII (NR2F2). HEK293T NGFI-A luciferase reporter, luminescence. hit rate 0.7% among 370,000. inhibition, % at 8.6 µM;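 active means inhibition above a per-plate cutoff, mean inhibition of test wells between control levels plus 3 SD, cut at about 38% in these data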;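 further: cells cotransfected with COUP-TFII expression vector driving the NGFI-A reporter; 0% = median of COUP-TF2 test wells and 100% = reporter-only cells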
SRC3 inh: human NCOA3 inhibition; HEK293 GAL4-SRC3 luciferase reporter, luminescence; inhibition, % at 3.6 µM; hit rate 0.17% among 360,000; AID 588352;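 active means inhibition above a per-campaign cutoff, the mean of all compounds plus 3 SD, cut at about 60% in these data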;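 further: 0% = DMSO-treated cells and 100% = gossypol-treated cells at 36 µM; higher means less SRC3-driven luciferase light from the GAL4 reporter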
Target sequence (Q9Y6Q9 whole entry, looked up, the tested form may be a part): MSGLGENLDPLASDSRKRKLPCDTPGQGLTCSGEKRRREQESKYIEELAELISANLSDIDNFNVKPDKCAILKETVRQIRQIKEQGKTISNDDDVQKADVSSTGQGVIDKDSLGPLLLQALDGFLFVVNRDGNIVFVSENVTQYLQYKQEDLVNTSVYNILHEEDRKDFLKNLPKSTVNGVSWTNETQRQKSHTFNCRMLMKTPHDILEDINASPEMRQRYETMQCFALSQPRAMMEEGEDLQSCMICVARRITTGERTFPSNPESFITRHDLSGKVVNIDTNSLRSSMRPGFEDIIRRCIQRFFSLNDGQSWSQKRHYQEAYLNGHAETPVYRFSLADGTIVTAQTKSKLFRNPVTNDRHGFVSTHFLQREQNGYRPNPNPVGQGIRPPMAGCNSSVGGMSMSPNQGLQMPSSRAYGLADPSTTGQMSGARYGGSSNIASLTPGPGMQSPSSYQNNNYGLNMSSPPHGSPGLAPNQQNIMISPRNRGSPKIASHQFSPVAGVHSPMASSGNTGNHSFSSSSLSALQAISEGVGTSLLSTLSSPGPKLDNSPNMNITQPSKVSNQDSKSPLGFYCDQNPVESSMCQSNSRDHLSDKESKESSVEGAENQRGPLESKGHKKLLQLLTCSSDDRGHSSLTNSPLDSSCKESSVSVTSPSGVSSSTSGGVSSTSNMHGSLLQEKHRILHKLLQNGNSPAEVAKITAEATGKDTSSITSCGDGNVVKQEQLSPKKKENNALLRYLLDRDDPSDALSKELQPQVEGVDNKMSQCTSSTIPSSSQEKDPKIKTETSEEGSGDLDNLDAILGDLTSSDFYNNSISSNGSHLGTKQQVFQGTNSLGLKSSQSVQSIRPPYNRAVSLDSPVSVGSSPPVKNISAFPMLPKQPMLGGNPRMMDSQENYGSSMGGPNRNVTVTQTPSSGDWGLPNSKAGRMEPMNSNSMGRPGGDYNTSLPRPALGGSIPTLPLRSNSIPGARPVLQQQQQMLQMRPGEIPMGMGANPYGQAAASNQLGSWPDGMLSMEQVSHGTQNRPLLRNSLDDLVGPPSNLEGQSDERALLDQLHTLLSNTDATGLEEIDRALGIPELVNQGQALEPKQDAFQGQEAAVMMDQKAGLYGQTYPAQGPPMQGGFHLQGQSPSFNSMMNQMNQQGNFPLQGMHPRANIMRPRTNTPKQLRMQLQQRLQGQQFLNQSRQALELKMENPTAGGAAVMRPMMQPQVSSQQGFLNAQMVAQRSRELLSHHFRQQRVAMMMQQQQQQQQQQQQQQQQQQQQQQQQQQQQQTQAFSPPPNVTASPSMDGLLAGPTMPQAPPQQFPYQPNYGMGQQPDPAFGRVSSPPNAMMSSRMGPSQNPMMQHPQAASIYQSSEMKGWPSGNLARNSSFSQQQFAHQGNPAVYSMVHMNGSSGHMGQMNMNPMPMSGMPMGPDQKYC
The depositor's hits bear a star; u = inconclusive; x = not tested or not shown. Not all compounds are listed; count on the stated rates, not on these rows.

SMILES	SRC2 inh	NCOA1 inh	LRH-1 inv ag	TWEAK Fn14 block	TRAIL sens C8	TLR9-MyD88 inh	EBV LMP1 NFkB	TROY signal inh	NOD2 RIPK2 PPI	COUP-TFII inh	SRC3 inh
CC(=O)Nc1ccc(S(=O)(=O)N(C)CC(=O)N/N=C/c2ccc(C(=O)O)cc2)cc1	0	-8	-7	2	-1	-2	4	12	-5	-2	-3
O=C(Nc1nnc(C23CC4CC(CC(C4)C2)C3)s1)c1ccco1	-57	-77	-36	-19	24	1	-31	34	-9	-24	-37
Cc1nc(-c2ccc(F)cc2)c(CC(=O)N(C)CC(=O)Nc2ccccc2Br)s1	0	-43	-21	7	3	-1	0	-4	-9	10	4
Cc1cc(F)ccc1C(O)c1ncc(-c2ccc(Oc3ccccc3)cc2)[nH]1 (centres undefined)	10	-7	-8	29	-1	x	x	24	-1	9	2
CCN(CC)S(=O)(=O)c1ccc(N2CCOCC2)c(NC(=O)c2cc3ccccc3oc2=O)c1	-37	-10	18	-18	12	0	-7	-21	3	-7	-1
CNC(=O)CN(c1ccc(Oc2ccccc2)cc1)S(=O)(=O)c1ccc(C)cc1	0	-7	-4	7	4	-1	3	-10	2	-2	8
Cc1ccc(S(=O)(=O)N2C3C=CC(C3)C2C(=O)O)cc1 (centres undefined)	-16	-1	-14	-24	-1	-13	3	15	-1	-17	-11
O=C(c1ccc(-c2ccc([N+](=O)[O-])cc2)o1)N1CCCCC1	-48	-91	-179	16	18	-12	-17	-52	12	-43	-97
COc1ccc(C(=O)C2CCCN(Cc3c[nH]c4ccccc34)C2)c(OC)c1 (centres undefined)	12	13	17	16	-6	1	3	-4	-7	1	5
O=C(c1cccs1)N(Cc1ccc(Cl)cc1)C1CCS(=O)(=O)C1 (centres undefined)	-14	1	-11	2	13	2	6	-20	1	-10	-8
NN1C(=O)/C(=C\c2ccco2)SC1=S	15	-17	1	9	-9	x	x	5	6	-13	-9
CCOc1ccc(CCNC(=O)c2cc3ccccn3n2)cc1OCC	-12	2	-21	-4	3	6	-6	5	-3	-12	-3
Cc1cc2ccccc2c(=O)n1CC(=O)NCC(=O)N1CCCC(C)C1 (centres undefined)	-8	-4	13	3	10	2	-16	-6	6	3	13
COc1ccc(NC(=O)C2c3ccccc3OCC(=O)N2Cc2cccnc2)cc1 (centres undefined)	2	x	-1	6	0	x	x	3	-9	-3	x
Cc1cccc(C)c1-n1nnnc1-c1nc2cc(Br)ccc2[nH]c1=O	-11	x	11	9	-1	x	x	-24	-18	-9	x
O=C1C=CC2C(c3ccc4c(c3)OCO4)CC1N2Cc1ccccc1 (centres undefined)	-35	0	3	5	2	-9	21	6	2	-1	17
Cc1ccc(S(=O)(=O)NCC(=O)OCC(=O)Nc2ccc(C)c(S(=O)(=O)N3CCOCC3)c2)cc1	10	2	-17	2	-12	-3	-2	-4	-8	6	13
CN(Cc1cnn(C)c1)S(=O)(=O)c1cccc([N+](=O)[O-])c1	-1	-2	-12	-21	-8	-12	-15	14	3	-2	8
COc1ccc(NC(=O)CO/N=C2/CCCc3nonc32)c(OC)c1	1	-24	18	-22	17	14	-21	-14	-3	19	7
CC(C)n1nnnc1SCC(=O)N1CCN(C(=O)c2ccco2)CC1	0	-32	26	-4	-12	3	-8	-4	5	0	-14
CCOC(=O)C1=C(CCc2ccccc2)NC(=O)NC1c1cccc([N+](=O)[O-])c1 (centres undefined)	-8	4	-5	1	7	1	0	-2	5	16	5
COc1cc(SC)ccc1C(=O)Nc1c(C)cccc1C	-9	-14	-10	18	22	5	3	-6	-15	-6	4
Cc1ccc(C(=O)OCc2cn3ccccc3n2)cc1	-1	0	-16	-6	8	-5	-5	-31	-2	-15	-6
CNC(=S)NNC(=O)c1cc(C(C)(C)C)nn1Cc1ccc(F)cc1	-35	5	-18	16	-1	3	-3	-6	-13	-19	23
COc1ccc(OC)c(-c2c3cc(O)c(=O)cc-3oc3cc(O)c(O)cc23)c1	x	17	9	74*	13	15	31	11	6	x	14
Cc1cccc(-n2c(N)c(C(=O)N3CCN(C)CC3)sc2=S)c1	-11	7	5	-9	-4	1	-15	-35	-2	13	-7
CCN1CCN(C(CNS(=O)(=O)c2ccc(C)cc2)c2ccccc2)CC1 (centres undefined)	-15	-7	-10	-4	13	-14	3	14	-7	7	-2
C[C@H](NC(=O)c1ccccc1Cl)C(=O)OCC(=O)N1CC2(C)CC1CC(C)(C)C2 (some centres undefined)	-5	7	3	3	10	8	7	-19	-23	10	6
Oc1ccc(C=NNc2ccccn2)c(O)c1	23	28	14	22	39	-15	u	1	-12	-29	35
C=CCN(CC=C)CCOc1ccc(C)cc1[N+](=O)[O-]	-19	-49	-39	-30	9	2	1	-88	1	-19	-43
NC(N)=N/N=C/c1ccccc1Cl	1	1	11	0	-5	-9	3	-1	-5	-3	11
COc1cccc(OC)c1C(=O)Nc1sc2c(c1C(N)=O)CCCC2	-19	1	8	3	-16	x	x	15	-3	-11	0
CCC(C)Sc1nc2ccccc2n1CC(=O)O (centres undefined)	2	-7	12	10	0	-1	-9	-1	-3	21	-7
Cc1c(Cl)cccc1N/C(SCC(=O)N1CCCCCC1)=C(/C#N)c1nc2ccccc2s1	-12	-6	-3	7	23	-3	-15	15	-5	4	17
O=C(NN1CCOCC1)c1cc(-c2cccc(Cl)c2)nc2ccccc12	x	-2	25	11	6	5	-2	-1	-8	x	13
COc1ccccc1C(=O)NC(CCSC)C(=O)NCC(c1ccccc1OC)N1CCCC1 (centres undefined)	12	-3	-13	0	1	3	7	-4	-6	4	-9
COc1ccc(Cl)cc1C(=O)NNC(=O)c1cccs1	-14	-60	-92	-16	7	1	-13	-68	3	-31	-79
CCOC(=O)N1CCN(c2nc3c(C)cccn3c(=O)c2C=O)CC1	18	-2	6	16	-12	2	2	-6	0	-7	14
Cc1ccc(-n2c(-c3ccc(Cl)cc3)n[nH]c2=S)cc1	6	11	8	104*	-4	-3	4	19	-2	7	-14
COC(=O)CSc1[nH]c2ccc(Br)cc2c1[N+](=O)[O-]	7	-12	7	-10	-7	7	4	8	1	5	25
Cc1cccc(NC(=O)N2CCC(c3nc4ccccc4o3)CC2)c1	-12	-23	-5	6	1	-3	-12	-5	3	-11	-43
COc1cccc(CN2CCN(C(=O)c3ccco3)CC2)c1	-8	-23	6	0	-1	4	10	2	9	11	-9
O=C(c1c[nH]c2ccc(S(=O)(=O)N3CCOCC3)cc2c1=O)N1CCCC1	-6	-20	-3	0	-9	-6	2	0	-3	4	13
Cc1ccccc1NCC(=O)N/N=C/C(Br)=C/c1ccccc1	-24	-19	-5	58*	10	0	-4	20	4	-17	3
O=C(NCc1ccccc1)c1cccc(NC(=O)C2CCCCC2)c1	15	2	12	-3	-6	6	-2	-2	1	4	-6
Cn1c(CO)cnc1SCC(=O)c1ccc(Br)cc1	2	0	-4	11	0	1	17	12	0	-18	3
O=C(Nc1ccc(Cl)c(S(=O)(=O)N2CCOCC2)c1)c1n[nH]c(=O)c2ccccc12	12	-1	-10	1	24	-4	4	3	-9	10	7
Clc1ccc(N2CCOCC2)nn1	-15	5	12	-18	-9	-5	-3	12	-6	5	-4
COc1cccc(CN2CCN(S(=O)(=O)c3ccc(NC(C)=O)cc3)CC2)c1OC	1	3	-17	-1	-6	1	13	-12	-8	13	6
Cc1ccccc1-c1nnn(CC(=O)Nc2ccc3c(c2)OCO3)n1	-1	5	-11	2	5	11	13	-24	1	-10	5
COc1ccccc1CCNC(=O)C(=O)NCC1OCCN1S(=O)(=O)c1ccc(Cl)cc1 (centres undefined)	-9	-6	21	1	10	2	-3	18	2	19	5
CCOC(=O)CN1N=C(/C=C/c2ccc(C)cc2)CCC1=O	-32	-23	0	-1	-2	9	-3	-6	4	4	13
COC(=O)c1ccc(C(=O)OC)c(=O)[nH]1	-8	-2	16	-1	-2	-4	1	8	0	-29	1
CCN(CC)CCCn1c2c(c(SCC(=O)Nc3cc(C)on3)nc1=O)CCC2	-23	-10	18	-3	-3	9	-1	9	-6	-6	-9
C/C(Cl)=C/CSc1nn2c(=O)c3ccccc3nc2s1	-23	-67	-74	4	7	-4	-24	-57	2	-20	-54
Cc1ccc(C)c(N2CCN(S(=O)(=O)CC34CCC(CC3=O)C4(C)C)CC2)c1 (centres undefined)	-14	3	-6	-13	5	1	2	-2	-2	16	-9
CCOc1ccc(N2C(=O)CC(N(Cc3ccco3)C(C)=O)C2=O)cc1 (centres undefined)	-2	10	21	4	-5	-1	-1	15	-11	3	4
Cc1cc(=O)oc2cc(NC(=O)c3cccc(S(C)(=O)=O)c3)ccc12	-42	-12	-21	-15	9	3	-52	-41	-19	-41	-39
CCOC(=O)C1CCN(C(=O)COC(=O)c2ccc(Br)o2)CC1	-20	-6	7	-14	11	-9	4	3	3	8	2
O=c1cnnc(N/N=C/c2c[nH]c3ccccc23)[nH]1	6	-18	16	27	19	-1	0	-10	-5	6	10

Reprinted from the part before: two compounds; new compounds follow.
SMILES	SRC2 inh	NCOA1 inh	LRH-1 inv ag	TWEAK Fn14 block	TRAIL sens C8	TLR9-MyD88 inh	EBV LMP1 NFkB	TROY signal inh	NOD2 RIPK2 PPI	COUP-TFII inh	SRC3 inh
CCOC(=O)C1CCN(C(=O)COC(=O)c2ccc(Br)o2)CC1	-20	-6	7	-14	11	-9	4	3	3	8	2
O=c1cnnc(N/N=C/c2c[nH]c3ccccc23)[nH]1	6	-18	16	27	19	-1	0	-10	-5	6	10
CC(C)CN1C(=O)c2ccc(NC(=O)C3CC3)cc2C1=O	2	1	-14	-10	0	-2	2	-26	-1	-3	-12
CCn1cc(C(=O)NCCc2ccc(Cl)cc2)c(=O)c2ccc(C)nc21	-15	20	22	4	-5	-5	1	2	-3	1	9
CN(C)S(=O)(=O)c1ccc(NC(=O)COC(=O)c2n[nH]c3ccccc23)cc1	36	-11	21	48	18	1	1	26	0	19	-4
Cc1cccc(C)c1NC(=S)NC(=O)c1cccc(Cl)c1	8	11	8	13	5	x	x	8	5	5	3
CC(=O)Nc1ccc(S(=O)(=O)N(Cc2ccccc2)c2ccccc2F)cc1	27	4	19	-4	-3	6	-3	0	6	-6	-11
CCCC(C(=O)NC1CCCC1)N(Cc1ccc(OC)cc1)C(=O)c1snc(C(N)=O)c1N (centres undefined)	-3	10	9	8	4	4	-7	-12	12	8	9
N#Cc1cccc(NC(=O)CSc2ccccc2)c1	-32	-35	-28	4	-3	4	-23	-38	-11	-60	-9
COc1cccc(Nc2nc(CC(C)=O)ns2)c1	-43	-64	-66	-5	-15	5	-11	-28	3	-28	-26
COC(=O)c1cccc(NC(=O)CSc2nnc(C)n2Cc2ccccc2)c1	-19	-14	0	-2	-1	3	-6	-11	-1	-10	9
COc1cc(C(=O)NCCNc2nc3c(C)c(C)ccc3cc2C#N)cc(OC)c1OC	-2	9	3	3	-15	-5	5	-18	-23	3	-21
CC1CCCN(C(=O)C2CCN(CC(C)c3ccccc3)CC2)C1 (centres undefined)	0	-18	10	5	-5	-6	-4	15	0	2	15
